MEP2 TOR yeast: modulators of MEP2-GFP levels in yeast, primary screen, S. cerevisiae, multiplex flow cytometry, MLPCN library; S. cerevisiae MEP2-GFP strain, 3 h; 100% = DMSO control level; GFP response vs DMSO, % at 10 µM; hit rate 0.51% among 330,000; AID 2016, 2009;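 active = GFP response versus DMSO above a set limit, roughly screen mean plus 3 SD, cut at about 180% in these data; inconclusive = fewer than 70 cells counted for a yeast strain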;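 note: median GFP fluorescence of the barcode-gated MEP2-GFP cells per well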
AGP1-GFP MLPCN: modulators of AGP1-GFP expression in yeast TOR pathway, primary screen, cell-based, multiplex flow cytometry, S. cerevisiae, MLPCN library; 3 h; GFP as percent of DMSO wells; GFP response vs DMSO, % at 10 µM; hit rate 0.02% among 320,000; AID 2066, 2009;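 active = GFP response relative to DMSO above a set limit, near screen average plus 3 SD, cut at about 150% in these data; inconclusive = fewer than 70 cells counted for the yeast strain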;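 note: median GFP channel fluorescence of the gated AGP1 strain per well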
CIT2 TOR yeast: modulators of CIT2-GFP expression in yeast, primary screen, S. cerevisiae, GFP fusion, multiplex flow cytometry, MLPCN library; S. cerevisiae CIT2-GFP strain, 3 h; 100 means same as DMSO wells; GFP response vs DMSO, % at 10 µM; hit rate 0.065% among 320,000; AID 2029, 2009;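 active = GFP response relative to DMSO above a set limit, near the screen mean plus 3 SD, cut at about 150% in these data; inconclusive = Fewer than 70 cells measured for a yeast strain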;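 note: ratio of well median GFP fluorescence to mean of DMSO wells on the plate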
LAP4-GFP MLPCN: modulators of LAP4-GFP expression in yeast, primary screen, S. cerevisiae, multiplex flow cytometry, MLPCN library; 3 h; median GFP as percent of DMSO wells; GFP response vs DMSO, % at 10 µM; hit rate 0.34% among 320,000; AID 2023, 2009;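 active = GFP response vs DMSO above a set limit, about the screen mean plus 3 SD, cut at about 150% in these data; inconclusive = under 70 cell events counted for the yeast strain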
RPL19A TOR yeast: RPL19A-GFP expression modulators in yeast, primary screen, cell-based, S. cerevisiae, multiplex flow cytometry, MLPCN; percent response vs DMSO, % at 10 µM; S. cerevisiae RPL19A-GFP strain, 3 h; hits give low values; hit rate 0.3% among 330,000;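 active = percent response vs DMSO below 50%; inconclusive = fewer than 70 events counted for the yeast strain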;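 note: median channel GFP fluorescence of the barcoded RPL19A-GFP strain; ratio of sample median GFP to plate DMSO average so 100% = DMSO; lower means less RPL19A-GFP as with rapamycin TOR inhibition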
AHR act: AHR activators, primary screen, cell-based, luminescence, luciferase reporter, human; hit rate 2.5% among 320,000; AHR-responsive luciferase reporter cells; AID 2796, 2010; activation, % at 5 µM; in the data active = activation above about 47%;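 note: 0% = vehicle wells and 100% = reference agonist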
Target sequence (P35869 whole entry, looked up): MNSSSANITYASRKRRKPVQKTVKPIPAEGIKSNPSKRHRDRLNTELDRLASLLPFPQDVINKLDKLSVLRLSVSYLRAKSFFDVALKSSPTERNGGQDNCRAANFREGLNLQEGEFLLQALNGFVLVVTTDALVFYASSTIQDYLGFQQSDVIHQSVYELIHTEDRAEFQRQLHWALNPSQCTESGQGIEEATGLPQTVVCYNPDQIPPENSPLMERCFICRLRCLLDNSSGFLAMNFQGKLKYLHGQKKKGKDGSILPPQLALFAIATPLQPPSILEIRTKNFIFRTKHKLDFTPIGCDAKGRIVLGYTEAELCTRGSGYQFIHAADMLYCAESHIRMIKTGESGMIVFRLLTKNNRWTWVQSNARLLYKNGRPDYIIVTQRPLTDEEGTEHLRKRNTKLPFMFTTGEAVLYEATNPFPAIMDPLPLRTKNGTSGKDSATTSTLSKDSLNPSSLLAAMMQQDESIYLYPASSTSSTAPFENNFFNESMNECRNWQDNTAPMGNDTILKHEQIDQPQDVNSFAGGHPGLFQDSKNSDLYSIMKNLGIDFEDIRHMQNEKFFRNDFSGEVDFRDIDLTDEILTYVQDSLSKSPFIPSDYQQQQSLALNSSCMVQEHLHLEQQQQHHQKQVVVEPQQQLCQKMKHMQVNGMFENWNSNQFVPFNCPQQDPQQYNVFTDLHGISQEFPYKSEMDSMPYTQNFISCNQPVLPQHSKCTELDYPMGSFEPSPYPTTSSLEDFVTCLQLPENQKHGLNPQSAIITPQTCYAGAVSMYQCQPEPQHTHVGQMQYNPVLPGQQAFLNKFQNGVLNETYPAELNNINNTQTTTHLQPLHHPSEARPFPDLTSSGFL
Yeast superoxide: reduction of superoxide in aged yeast, primary screen, HTS | S. cerevisiae aged cells, superoxide DHE fluorescence; hits give low values | superoxide response (% of plate mean), % at 10 µM | hit rate 0.18% among 330,000;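 active = superoxide response under a set limit, about three screen SD below normal, cut at about 65% in these data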;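 note: yeast aged for seven days with compound at 30 °C before DHE staining; 100% = average MFI of all compound-treated wells on the plate with controls excluded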
Efflux pump mplx: inhibitors of Candida efflux pumps in yeast, primary screen, S. cerevisiae, Nile Red, multiplex; hit rate 0.44% among 330,000; inhibition, % at 10 µM; S. cerevisiae Candida pump triplex;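 active = plate passing quality check with inhibition over a set limit, or well fluorescence over plate mean plus 4 SD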;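 note: Nile Red retained in pooled yeast measured as flow cytometry median fluorescence; 0% = buffer negative control and 100% = Enniatin B positive control; higher means more Nile Red kept so more efflux inhibition; some compounds called inactive have numbers as strong as hits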
An asterisk follows results filed as active; ? = inconclusive; . = no result given; [ ] = another dose, or the depositor's remark. This is a random part of the collection; overall some 3.9% were active at least once.

SMILES	MEP2 TOR yeast	AGP1-GFP MLPCN	CIT2 TOR yeast	LAP4-GFP MLPCN	RPL19A TOR yeast	AHR act	Yeast superoxide	Efflux pump mplx
COc1ccc(-c2noc(COc3ccccc3OC)n2)cc1OC	98	98	92	111	97	20	96	0.0
CCOC(=O)C1=C(C)Nc2nc(C)nn2C1c1ccc(OCC)c(OC)c1 (stereo not drawn)	105	107	105	106	102	5	91	0.1
Cc1c(Br)c([N+](=O)[O-])nn1CC(=O)Nc1ccc(Cc2ccncc2)cc1	93	85	92	90	90	6	115	0.4
Cn1cc(CCCC(=O)NCc2ccc(F)cc2)c2ccccc21	104	95	98	104	101	.	94	-0.2
Cc1ccc(S(=O)(=O)CCC(=O)OCC(=O)NNC(=O)c2ccc([N+](=O)[O-])cc2)cc1	100	94	94	95	97	-1	124	0.0
COc1ccc(NC(=O)/C(C#N)=C\c2ccc(-c3cc(C(=O)O)ccc3C)o2)cc1	115	32	105	89	100	-4	101	0.2
CC(=O)Oc1ccccc1C(=O)NC(C)CCc1ccccc1 (stereo not drawn)	100	101	101	92	105	-1	105	0.2
O=C(C[C@H]1C/C=C\CC[C@H](Cc2ccc(F)cc2)C(=O)O[C@@H](c2ccccc2)CNC1=O)N[C@H](CO)Cc1ccccc1	93	90	73	88	93	-1	87	-0.2
CC(C)(C)c1cc(NC(=O)COC(=O)c2ccc3c(=O)n4c(nc3c2)CCC4)n(-c2ccccc2)n1	107	101	95	96	97	3	110	-0.1
COc1ccc(C(=O)C2CCCN(C(=O)c3cc4nc(C)cc(C)n4n3)C2)cc1F (stereo not drawn)	92[may fluoresce red]	85[may fluoresce red]	.	93[may fluoresce red]	?	1	98	0.0
OC1O[C@H](c2ccc3c(c2)OCO3)[C@H]2CO[C@H](c3ccc4c(c3)OCO4)[C@@H]12 (stereo partly drawn)	92	80	85	122	98	0	104	0.1
CCc1ccc(NC(=O)CSc2nnc(Cc3cccn3C)n2-c2ccc(OC)cc2)cc1	105	105	98	106	102	4	104	0.8
Oc1ccccc1Nc1ccccn1	102	104	98	106	102	1	106	-0.1
Cc1ccc(S(=O)(=O)N(C)C)cc1NC(=O)[C@H](Cc1ccccc1)N1C(=O)c2ccccc2C1=O	146	102	84	108	108	8	117	-0.1
Cn1c(=O)c2ncn(CC(=O)N/N=C/C=C/c3ccccc3)c2n(C)c1=O	88	98	104	93	96	2	107	-0.6
OC(CN(c1ccccc1)c1ccccc1)Cn1cnc2ccccc21 (stereo not drawn)	109	104	108	106	102	6	94	-0.2
CCOC(=O)c1ccccc1NS(=O)(=O)c1ccc(C)cc1	103	102	88	106	102	0	89	0.1
Cc1ccc(N(Cc2ccccc2)C(=O)CN2C(=O)NC3(CCCC3)C2=O)cc1	99	97	109	98	99	3	97	0.5
CCc1ccccc1S(=O)(=O)c1c(C)cc(C)nc1Cl	113	103	101	97	107	6	91	-0.1
O=C(Cc1n[nH]c(=O)c2ccccc12)OCC(=O)c1ccc(F)cc1	103	95	93	98	92	0	104	0.0
Cc1ccc(S(=O)(=O)N2CCC(C)CC2)c([N+](=O)[O-])c1	96	108	100	99	98	0	106	0.2
Cc1ccc2c(c1)c1nc3ccccc3nc1n2CCN1CCOCC1	107	98	103	100	100	19	136	-0.1
COc1ccc(-c2csc(N(CCCN3CCOCC3)C(=O)c3ccco3)n2)cc1	106	110	103	87	105	8	101	-0.2
Cn1nnnc1Sc1ccc([N+](=O)[O-])cc1Cl	97	98	89	96	93	-1	102	-0.3
Cc1nn(C)c(C(=O)Nc2ccc(S(=O)(=O)NC34CC5CC(CC(C5)C3)C4)cc2)c1Br	109	104	94	100	98	0	115	0.1

Only RPL19A TOR yeast and LAP4-GFP MLPCN, for five of the compounds above:
Compound,RPL19A TOR yeast,LAP4-GFP MLPCN
Cc1ccc(S(=O)(=O)CCC(=O)OCC(=O)NNC(=O)c2ccc([N+](=O)[O-])cc2)cc1,97,95
Cn1cc(CCCC(=O)NCc2ccc(F)cc2)c2ccccc21,101,104
Cn1c(=O)c2ncn(CC(=O)N/N=C/C=C/c3ccccc3)c2n(C)c1=O,96,93
Cc1ccc(N(Cc2ccccc2)C(=O)CN2C(=O)NC3(CCCC3)C2=O)cc1,99,98
Cc1ccc(S(=O)(=O)N2CCC(C)CC2)c([N+](=O)[O-])c1,98,99

Following part.
SMILES	MEP2 TOR yeast	AGP1-GFP MLPCN	CIT2 TOR yeast	LAP4-GFP MLPCN	RPL19A TOR yeast	AHR act	Yeast superoxide	Efflux pump mplx
COc1cc(OC)cc(C(=O)NC(=S)Nc2cc3oc4ccccc4c3cc2OC)c1	103	100	99	91	111	22	126	0.2
CCC(C)NC(=O)CCc1c(C)nc2nc(-c3cc(OC)cc(OC)c3)nn2c1C (stereo not drawn)	106	99	87	.	95	0	96	-0.3
O=C(COc1ccccc1)N(Cc1ccco1)C1CCS(=O)(=O)C1 (stereo not drawn)	111	115	110	112	111	-2	94	0.0
NC(=O)c1cc(-c2ccncc2)nc2ccc(Cl)cc12	102	103	101	104	98	13	113	-0.2
COc1ccc(C(=O)NNC(=O)CSc2nnc(-c3ccc(O)cc3)n2C)cc1	100	99	97	87	95	2	100	-0.1
S=C(NCc1ccncc1)NC1CCCCC1	102	102	113	95	102	-1	98	0.0
CCCC(NC(=O)c1ccco1)c1nc2ccccc2[nH]1 (stereo not drawn)	106	106	96	103	104	1	103	0.1
COc1ccc(S(=O)(=O)N2CCCC(C(=O)Nc3ccc(OC)c(OC)c3)C2)cc1 (stereo not drawn)	97	105	96	102	101	3	106	-0.1
N=c1c(C(=O)NCCc2ccccc2)cc2c(=O)n3ccccc3nc2n1Cc1ccco1	107	75	91	97	109	3	99	0.0
O=C(c1cc(COc2ccc(F)cc2F)on1)N1CCN(C(=O)c2ccco2)CC1	97	99	92	92	109	0	101	-0.1
C/C(=N\Nc1ccc(C(F)(F)F)cn1)c1ccc(S(=O)(=O)NCc2ccco2)cc1	102	93	99	102	102	7	92	-0.6
CCOc1ccc(-n2c(=O)c3c4c(sc3n(CC(=O)NCc3ccco3)c2=O)CCC4)cc1	98	97	93	92	98	3	113	0.2
COc1ccccc1CNS(=O)(=O)c1c(C)[nH]c(C)c1C(=O)N1CCCCC1	103	102	107	100	101	7	85	0.0
COc1cccc(NC(=O)COc2cccnc2[N+](=O)[O-])c1	97	96	108	95	96	5	104	0.0
COc1ccccc1C1CCN(Cc2cccc(C(=O)N3CCC(O)CC3)c2)CC1	103	98	93	105	101	-1	118	-0.2
CC1(c2cccc(Br)c2)NC(=O)N(CC(=O)NCC2CCCO2)C1=O (stereo not drawn)	95	95	95	94	96	1	93	-0.1
CCC(c1nnnn1CC1CCCO1)N(CCCO)Cc1cc2cccc(C)c2[nH]c1=O (stereo not drawn)	103	112	111	110	108	11	90	0.1
Cc1ccc(NC(=O)c2ccccc2)s1	105	98	104	104	101	5	88	-0.1
CCN(CC)S(=O)(=O)c1ccc2c(c1)nc(SCC(=O)NCC1CCCO1)n2CC (stereo not drawn)	97	98	92	96	97	-2	101	0.0
c1ccc(-c2nn3c(-c4ccco4)nnc3s2)nc1	97	89	107	104	99	-13	87	-0.1
CC1(c2ccccc2)NC(=O)N(Cc2ccc([N+](=O)[O-])cc2)C1=O (stereo not drawn)	103	106	108	101	103	1	90	0.1
CC(=O)Nc1ccc(S(=O)(=O)N(Cc2cc3ccc(C)cc3[nH]c2=O)CC2CCCO2)cc1 (stereo not drawn)	109	124	116	123	102	3	90	-0.1
CCC(=O)/C=C1\Sc2ccc(OC)cc2N1CC	105	98	106	111	105	1	90	0.0
C/C(CCc1ccccc1)=N\NC(=O)c1ccc(CN2CCOCC2)cc1	96	104	95	97	99	-2	94	0.1
CN1CCN(C(=O)c2cc(COc3ccccc3)on2)[C@@H](c2ccccc2)C1	103	97	93	95	103	17	88	0.0

Complete entries as entered above. Order of values: MEP2 TOR yeast, AGP1-GFP MLPCN, CIT2 TOR yeast, LAP4-GFP MLPCN, RPL19A TOR yeast, AHR act, Yeast superoxide, Efflux pump mplx
Entry for CCC(=O)/C=C1\Sc2ccc(OC)cc2N1CC → 105, 98, 106, 111, 105, 1, 90, 0.0
Entry for COc1ccc(C(=O)NNC(=O)CSc2nnc(-c3ccc(O)cc3)n2C)cc1 → 100, 99, 97, 87, 95, 2, 100, -0.1

Next part.
SMILES	MEP2 TOR yeast	AGP1-GFP MLPCN	CIT2 TOR yeast	LAP4-GFP MLPCN	RPL19A TOR yeast	AHR act	Yeast superoxide	Efflux pump mplx
O=C1CCc2ccccc2O1	102	107	101	96	104	1	96	-0.1
COc1ccc(S(=O)(=O)N2CCCCCC2)cc1NC(=O)CN1C(=O)NC(C)(c2ccccc2)C1=O (stereo not drawn)	99	101	93	107	98	11	98	-0.1
CC(C)c1ccc(C2/C(=C(/O)c3ccc(F)cc3)C(=O)C(=O)N2CCCN2CCOCC2)cc1 (stereo not drawn)	108	101	108	92	109	-2	105	-0.2
COc1ccc(CCNC(=O)C2CCN(C(=O)NC3CCCCC3)CC2)cc1	96	85	.	81	91	0	98	-0.1
COc1ccccc1NS(=O)(=O)c1cccc(NC(=O)C2CC(=O)N(Cc3ccccc3)C2)c1 (stereo not drawn)	101	103	100	101	102	0	102	-0.2
O=C(O)c1cc2c(cc1NC(=O)c1c(F)cccc1F)OCCCO2	106	104	113	95	105	-3	135	-0.1
Cc1ccc(N(CC(O)CN2CCCC2)S(=O)(=O)c2ccccc2)cc1 (stereo not drawn)	101	102	99	103	97	-1	123	0.0
OCCCNc1cc(-c2ccnc(Nc3cccc(Cl)c3)n2)ccn1	94	86	88	129	97	18	110	0.0
COCc1ccc(CN2CCc3c([nH]c4ccccc34)C2CC(C)C)o1 (stereo not drawn)	108	104	108	102	103	15	92	-0.2
CC1C/C(=C/c2cccn2C)C(=O)/C(=C/c2cccn2C)C1 (stereo not drawn)	103	95	90	119	97	15	114	0.1
Cc1cccc(C)c1OCc1cc(C(=O)N2CCC(c3ccccc3)CC2)no1	94	96	97	97	102	2	98	-0.2
COc1ccccc1C(=O)O/N=C(/C)c1ccc(N2C(=O)C3CCCCC3C2=O)cc1 (stereo not drawn)	100	98	90	114	99	19	111	-0.1

Retrieved by compound from the list above (3):
SMILES	MEP2 TOR yeast	AGP1-GFP MLPCN	CIT2 TOR yeast	LAP4-GFP MLPCN	RPL19A TOR yeast	AHR act	Yeast superoxide	Efflux pump mplx
CC1C/C(=C/c2cccn2C)C(=O)/C(=C/c2cccn2C)C1 (stereo not drawn)	103	95	90	119	97	15	114	0.1
Cc1cccc(C)c1OCc1cc(C(=O)N2CCC(c3ccccc3)CC2)no1	94	96	97	97	102	2	98	-0.2
CC(C)c1ccc(C2/C(=C(/O)c3ccc(F)cc3)C(=O)C(=O)N2CCCN2CCOCC2)cc1 (stereo not drawn)	108	101	108	92	109	-2	105	-0.2

Screening data: PubChem BioAssay, several laboratories
